PfM18AAP inh = PfM18AAP inhibitors, malaria aminopeptidase, primary screen, biochemical, QFRET, recombinant enzyme | inhibition, % at 7.35 µM | AID 1822, 2009 | 1.2% of 290,000 active | H-Glu-NHMec fluorogenic cleavage | M18 aspartyl aminopeptidase (Plasmodium falciparum 3D7);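 active = inhibition above the campaign mean inhibition over all tested compounds plus 3 SD, cut at about 28% in these data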;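 also: 0% = plate median of test compound wells and 100% = 2 mM ZnCl2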
MEKK2 WT-MEK5 = modulators of MEK5 binding to wildtype MEKK2, primary screen, biochemical, multiplex bead flow cytometry, Alexa488-MEK5. 1.1% of 290,000 active. AID 1531, 2009. Alexa488-MEK5 binding to MEKK2 WT; actives lie on both sides. binding response (% of control), % at 10 µM; in the data active = binding response below about 67% or above about 130%; inconclusive = no clear call, values can overlap the other calls; inactive = in between
IDE act = human IDE activators in live cells, primary screen, fluorescence polarization, HEK cells, FAbeta-B substrate | Insulin-degrading enzyme (Homo sapiens), P14735 | FAbeta-B cleavage; 0% vehicle, 100% cell-free pure enzyme wells | AID 493087, 2011 | activation, % at 5.96 µM | 0.073% of 340,000 active;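 active = activation above the mean of all tested compounds plus 3 SD, set per screening campaign, cut at about 17% in these data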
SUMO HTRF inh = inhibitors of in vitro SUMOylation cascade, primary screen, biochemical, HTRF, uHTS; SUMO-conjugating enzyme UBC9 (Homo sapiens), P63279; HTRF SUMOylation assay, SAE1/SAE2 + UBC9; inhibition, % at 35 µM; 0.36% of 290,000 active; in the data active = inhibition above about 50%, passing the limit was not always enough; inconclusive = no clear call, values can overlap the other calls; also: strong numbers were not always called active
MEKK3 PB1 HTS = modulators of MEKK3-MEK5 PB1 binding, primary screen, biochemical, wildtype MEKK3, multiplex bead flow cytometry, Alexa488-MEK5 | Mitogen-activated protein kinase kinase kinase 3 (Homo sapiens), Q99759 | bead-based flow cytometry, Alexa488-MEK5 binding to MEKK3; actives lie on both sides; 0 = blocked by unlabeled MEK5, 100 = vehicle | binding response (% of control), % at 10 µM | 1.4% of 290,000 active;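 active = binding response more than 3 SD above or below the average of its plate-row segment, actives on both sides; inconclusive = wells at one plate position flagged as instrument error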;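 also: Alexa488 bead fluorescence after subtracting the streptavidin-only scavenger bead signal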
MEKK2mut PB1 HTS = MEK5 binding signal on mutant MEKK2 PB1, primary screen, biochemical, multiplex bead flow cytometry, Alexa488-MEK5; Alexa488-MEK5 binding to MEKK2 mutant; percent response, % at 10 µM; 0.35% of 290,000 active; in the data active = percent response above about 24%, passing the limit was not always enough; also: inactives centre near 1; some results filed as inactive read as strong as hits; reference of the scale not given here
NALP1 yeast inh = NALP1 inflammasome inhibitors in reconstituted yeast, colorimetric, S. cerevisiae, triplicate retest; S. cerevisiae NALP1/ASC/caspase-1 growth, X-gal OD620, 72 h; inhibition, % at 10 µM; 0.61% of 280,000 active; in the data active = inhibition mostly above about 24%, no sharp cut-off; inactive = mostly below about 32%; also: some compounds called inactive have numbers as strong as hits
IDE cell inh = human IDE inhibitors in live cells, primary screen, fluorescence polarization, HEK cells, FAbetaB substrate; Insulin-degrading enzyme (Homo sapiens), P14735; FAbetaB cleavage; inhibition, % at 5.59 µM; 0.41% of 320,000 active; AID 434962, 2010;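 active = percent inhibition above the average of all tested compounds plus 3 SD, set per screening campaign, cut at about 16% in these data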;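 also: IDE supplied by intact live HEK cells; FP after avidin binding of uncleaved biotin substrate so inhibition keeps polarization high; 0% = DMSO wells and 100% = 60 µM reference IDE inhibitor Ii1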
p-CIP stab down = p/CIP-EGFP fusion destabilizers, primary screen, fluorescence, F442A cells; decrease of EGFP signal, % at 10 µM; Q05BA5; 16 h; 0.01% of 290,000 active;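 active = EGFP signal decrease of at least 30% at 10 µM or well 3 SD below plate mean, unless failing retest; inactive = the rest, including hits failing retest or dose response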; also: some compounds called inactive have numbers as strong as hits; many of its hits are not listed in these tables
Target sequence (Q05BA5 1-1403): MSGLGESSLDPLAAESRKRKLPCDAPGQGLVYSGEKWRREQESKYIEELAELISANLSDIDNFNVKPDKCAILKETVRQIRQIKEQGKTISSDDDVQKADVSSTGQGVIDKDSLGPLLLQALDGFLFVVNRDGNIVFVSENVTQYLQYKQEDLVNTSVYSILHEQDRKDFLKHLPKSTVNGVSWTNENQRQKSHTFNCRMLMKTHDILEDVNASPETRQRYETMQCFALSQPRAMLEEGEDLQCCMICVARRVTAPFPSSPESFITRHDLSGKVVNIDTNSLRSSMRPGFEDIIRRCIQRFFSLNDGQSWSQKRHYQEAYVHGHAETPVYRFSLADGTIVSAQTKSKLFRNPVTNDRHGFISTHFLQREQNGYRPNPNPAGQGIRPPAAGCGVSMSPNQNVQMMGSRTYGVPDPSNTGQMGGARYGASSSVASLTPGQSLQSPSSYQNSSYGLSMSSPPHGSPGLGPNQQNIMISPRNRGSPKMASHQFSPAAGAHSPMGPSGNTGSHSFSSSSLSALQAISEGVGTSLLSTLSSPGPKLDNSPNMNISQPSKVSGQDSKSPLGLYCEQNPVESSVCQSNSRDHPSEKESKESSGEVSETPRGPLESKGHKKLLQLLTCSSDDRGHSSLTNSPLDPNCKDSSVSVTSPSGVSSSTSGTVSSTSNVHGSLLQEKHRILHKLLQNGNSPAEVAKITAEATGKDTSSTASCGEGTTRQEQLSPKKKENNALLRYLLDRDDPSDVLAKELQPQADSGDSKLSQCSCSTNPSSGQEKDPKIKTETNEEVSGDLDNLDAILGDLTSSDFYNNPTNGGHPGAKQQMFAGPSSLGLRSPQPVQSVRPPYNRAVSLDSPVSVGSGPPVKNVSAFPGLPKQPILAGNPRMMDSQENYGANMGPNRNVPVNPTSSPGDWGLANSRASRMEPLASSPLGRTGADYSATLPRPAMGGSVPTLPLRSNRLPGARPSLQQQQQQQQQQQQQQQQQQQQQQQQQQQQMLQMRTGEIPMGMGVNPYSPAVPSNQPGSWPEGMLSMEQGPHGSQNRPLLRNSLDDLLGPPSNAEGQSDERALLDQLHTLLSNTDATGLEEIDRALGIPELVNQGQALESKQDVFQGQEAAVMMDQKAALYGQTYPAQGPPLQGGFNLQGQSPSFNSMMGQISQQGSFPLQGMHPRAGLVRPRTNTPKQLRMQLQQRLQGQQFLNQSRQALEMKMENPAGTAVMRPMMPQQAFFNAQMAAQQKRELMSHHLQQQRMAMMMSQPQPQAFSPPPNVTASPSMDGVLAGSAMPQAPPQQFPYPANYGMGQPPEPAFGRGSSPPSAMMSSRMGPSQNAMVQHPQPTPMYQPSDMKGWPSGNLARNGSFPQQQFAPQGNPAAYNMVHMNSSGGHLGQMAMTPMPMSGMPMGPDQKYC
* = called active by the depositor; ? = inconclusive; · = no result given; [ ] = remark or other dose. A portion of the library (hit frequency here may not be typical).

No.	Compound	PfM18AAP inh	MEKK2 WT-MEK5	IDE act	SUMO HTRF inh	MEKK3 PB1 HTS	MEKK2mut PB1 HTS	NALP1 yeast inh	IDE cell inh	p-CIP stab down
1	Cc1cc(C(=O)Cn2nc(C(=O)O)c3ccccc3c2=O)c(C)n1-c1ccc(F)cc1	1	96	0	3	97	-3	35	-1	2
2	Cc1cccc(OCC(=O)N(Cc2cccs2)C2CCS(=O)(=O)C2)c1C (stereo not given)	4	93	-1	-14	98	-4	28	4	7
3	O=C(Nc1ccc(-c2nc3ccccc3s2)c(O)c1)C1=COCCO1	2	97	-2	?	103	-2	38	7	-3
4	CSCC[C@H](N)C(=O)N1CCC(C(=O)N[C@H](C)C(=O)Nc2ccc(C(C)C)cc2)CC1	-2	102	-1	-2	103	2	-1	-2	14
5	O=C(Nc1cccs1)Nc1ccccc1Br	3	106	-1	-6	106	7	-2	-5	-20
6	COc1ccc(NC(=O)CSc2nnnn2C2CCCC2)cc1	-12	97	-3	6	97	-3	6	3	8
7	CC(=O)Nc1ccc2nc(CN3CCN(CC(C)C)C(CCO)C3)ccc2c1 (stereo not given)	2	96	-5	15	100	-5	-14	1	-8
8	O=C(Nc1ccccc1)C(Cc1cccs1)c1nn[nH]n1 (stereo not given)	-1	97	-1	12	96	-1	-7	-6	-4
9	O=C(Cn1cnc2ccccc2c1=O)N1CCOCC1	1	102	6	12	102	10	1	-4	-4
10	O=C(NC1CCCCC1)c1ccc(Br)o1	5	101	-3	16	102	2	6	1	-17
11	COc1ccc(/C(C)=N/N2CCOCC2)c(O)c1	-5	92	1	15	93	-11	-4	-3	2
12	COC(=O)c1sccc1NC(=O)c1ccc(Br)o1	0	106	7	-12	104	7	3	6	-12
13	Cc1ccc(S(=O)(=O)N2CCCNCC2)cc1	4	101	1	4	104	2	5	-2	-16
14	Cc1cc(C)c2c(NC(=S)NC(=O)c3ccccc3)n[nH]c2n1	-9	51	9	1	42*[inhibitor]	-18	24	-8	-11
15	COC(=O)c1ccc(COc2ccc(-c3nnn(CC(=O)NC(C)(C)C)n3)cc2)cc1	-2	116	-3	-6	111	0	8	-2	-8
16	COC(=O)[C@H](CCSC)NC(=O)Nc1cc(OC)cc(OC)c1	3	99	9	14	96	-9	27	4	-14
17	COc1ccc(NC(=S)NCc2ccc(S(N)(=O)=O)cc2)cc1OC	-4	85	0	13	94	-13	8	-1	6
18	O=C(Nc1ccc(Cl)cc1)c1sccc1-n1cccc1	-1	97	3	-3	105	-5	28	0	0
19	COc1cc(S(=O)(=O)NCc2ccncc2)c(OC)cc1Cl	7	98	-3	-8	101	2	5	1	3
20	Cc1cccc(C(=O)Nc2cccc(C(=O)N3CCOCC3)c2)c1	4	113	-3	10	106	7	1	5	5
21	O=C(c1scc2c1CCCC2)N1CCCCC1	-3	105	-1	1	112	4	19	5	-7
22	S=c1[nH]c2ccc(Cl)cc2[nH]1	12	98	1	7	96	-2	-10	6	9
23	COc1ccccc1C(=O)Nc1nnc(-c2ccco2)s1	-14	113	2	-4	109	12	-6	-6	-18
24	CN(CC(=O)NCc1ccc2c(c1)OCO2)S(=O)(=O)c1ccc(Br)s1	-3	106	1	17	104	5	14	6	-18
25	CCCCCC(=O)c1ccc(O)cc1O	2	98	6	21	100	-5	2	-1	6
26	Cc1ccccc1-c1nc(CS(=O)CC(=O)NCCc2ccc(Cl)cc2)c(C)o1 (stereo not given)	0	101	-3	-9	99	4	6	1	-10
27	CC1Cc2ccccc2N1C(=O)c1cc2c(=O)n3ccccc3nc2n1C (stereo not given)	5	101	-1	14	105	-2	16	2	-19
28	CCn1c(/C=C/c2cc(Br)ccc2O)nc2ccccc2c1=O	1	105	-7	5	106	2	3	4	1
29	COCCNC(=O)COc1ccc(N(C)S(=O)(=O)c2ccc3ccccc3c2)cc1	3	97	1	15	102	1	-2	-5	7
30	O=C(Nn1c(-c2ccncc2)nc2ccccc2c1=O)c1ccc([N+](=O)[O-])cc1Cl	-6	98	0	8	100	-2	3	-1	-7
31	O=C(NCc1ccc(F)cc1)C1(S(=O)(=O)c2ccc(Cl)cc2)CC1	-2	102	2	11	101	0	-5	-2	-6
32	O=C1CN(C(=O)CSc2nc(-c3ccc(Cl)cc3)cs2)c2ccccc2N1	3	104	-2	-6	101	10	32	0	-4
33	CC(=O)c1c(C)n(-c2ccccc2)c2ccc(OCC(O)CN3CCOCC3)cc12 (stereo not given)	-3	88	2	-13	81	-12	10	9	-6
34	N#Cc1c(=O)c2nc(NCCCO)ncc2n2c(=O)c3ccccc3[nH]c12	0	113	2	28	111	17	-12	7	-19
35	O=C(CCCN1C(=O)C(c2ccccc2)Oc2cccnc21)Nc1ccccc1Cl (stereo not given)	1	97	0	·	103	2	10	6	-17
36	CC1CCN(C(=O)Cn2cc(C(=O)C3CC3)c3ccccc32)CC1	8	108	2	8	106	4	5	-5	-4
37	COc1ccc(N2CCN(C(=O)CCN3C(=S)NC(C)(C)CC3C)CC2)cc1 (stereo not given)	0	82	-1	17	93	-12	-14	-10	-15
38	CCOC(=O)c1sc(=NC(=O)c2ccc(Cl)s2)n(C)c1C	-11	94	0	9	91	-3	0	3	-1
39	COc1ccc(Cl)cc1NC(=O)CCN1CCN(c2ccccc2C)CC1	-4	127	-3	-8	113	13	-28	4	-4
40	COc1ccc(C(=O)N(C)C(C)c2ccon2)cc1OC1CCN(C(C)C)CC1 (stereo not given)	-11	108	-8	11	103	5	-6	1	-12
41	COc1ccc(CCNC(=O)/C(C#N)=C/c2ccc(OCC(=O)NCC3CCCO3)cc2)cc1OC (stereo not given)	0	96	2	18	111	-7	1	3	-19
42	Cc1ccc(C(=O)NCCc2nnc3ccc(NCc4ccc5c(c4)OCO5)nn23)cc1	-5	100	1	10	97	-1	17	-2	-5
43	Cc1cc(C)n(CC(O)COc2ccccc2C(=O)Nc2ccccc2)n1 (stereo not given)	-9	100	2	-7	97	-4	-4	4	-7
44	COc1cc(OC)cc(C(=O)OCC(=O)NCc2ccc3c(c2)OCO3)c1	1	108	3	-4	104	-4	7	-3	-6
45	O=C(NNC(=O)c1ccc2ccccc2c1O)c1cccs1	27	113	0	-22	112	13	-3	1	-1
46	CN(C)c1nc(N)nc(CSc2nc3c(c(=O)n(C)c(=O)n3C)n2Cc2ccccc2F)n1	-5	88	7	25	96	-11	-6	2	2
47	Cc1ccc(NCc2ccc(C)s2)cc1	3	100	·	-5	98	-3	-15	2	-8
48	COc1cc2c(cc1OC)-c1cc(OCCN3CCOCC3)nc(=O)n1CC2	0	95	1	39	95	1	22	-1	5
49	Cc1ccc(C)c(S(=O)(=O)NC(C)CCc2ccccc2)c1 (stereo not given)	0	92	0	-23	99	-5	4	3	0
50	CCCCCCn1cc(C(=O)O)c(=O)c2cc(F)c(N3CCCCC3)cc21	-9	107	4	17	101	5	15	-4	-14

(list continues)
No.	Compound	PfM18AAP inh	MEKK2 WT-MEK5	IDE act	SUMO HTRF inh	MEKK3 PB1 HTS	MEKK2mut PB1 HTS	NALP1 yeast inh	IDE cell inh	p-CIP stab down
51	CCC1Oc2ccccc2N(CC(=O)NCCCN2CCCCC2CC)C1=O (stereo not given)	-9	108	3	2	95	-1	-13	-3	-12
52	Nc1c(Cl)ncnc1N1CCCC1	-6	90	6	16	99	-7	7	0	-16
53	CN(C)C(CNc1nnnn1-c1ccccc1)c1ccco1 (stereo not given)	12	88	4	-1	86	-9	6	-3	-3
54	Cc1ccc(-c2csc3nnc(SCC(=O)Nc4nsc(-c5ccccc5)n4)n23)cc1	-12	79	-2	-8	80	-13	·	2	6
55	NS(=O)(=O)c1ccc(CCNC(=O)COC(=O)Cc2c(F)cccc2Cl)cc1	1	106	4	0	104	6	1	2	0
56	Cc1ccc(Cl)cc1N1CCN(C(=O)CCC(=O)O)CC1	4	108	2	-8	106	2	18	2	4
57	CCCCCCNc1cc(C)oc(=O)c1C(C)=O	4	96	-3	-4	98	-1	11	8	-2
58	CC(=O)c1c(C)[nH]c(C(=O)Nc2cccc(S(=O)(=O)N(C)c3ccccc3)c2)c1C	10	116	8	-6	106	6	2	-3	3
59	CC1(c2cccc3ccccc23)NC(=O)N(CC(=O)NC2CCS(=O)(=O)C2)C1=O (stereo not given)	2	95	4	-9	99	-9	25	-1	7
60	COCCNC(=O)c1ccc(-n2c(SCc3cccnc3)nc3ccccc3c2=O)cc1	-13	90	-3	8	106	-9	15	-4	2

By substructure, the compounds so far containing a COOH group.
No.	Compound	PfM18AAP inh	MEKK2 WT-MEK5	IDE act	SUMO HTRF inh	MEKK3 PB1 HTS	MEKK2mut PB1 HTS	NALP1 yeast inh	IDE cell inh	p-CIP stab down
1	Cc1cc(C(=O)Cn2nc(C(=O)O)c3ccccc3c2=O)c(C)n1-c1ccc(F)cc1	1	96	0	3	97	-3	35	-1	2
50	CCCCCCn1cc(C(=O)O)c(=O)c2cc(F)c(N3CCCCC3)cc21	-9	107	4	17	101	5	15	-4	-14
56	Cc1ccc(Cl)cc1N1CCN(C(=O)CCC(=O)O)CC1	4	108	2	-8	106	2	18	2	4

Next compounds follow.
No.	Compound	PfM18AAP inh	MEKK2 WT-MEK5	IDE act	SUMO HTRF inh	MEKK3 PB1 HTS	MEKK2mut PB1 HTS	NALP1 yeast inh	IDE cell inh	p-CIP stab down
61	O=C(C1=C[C@H](c2ccccc2)C[C@H](OCc2ccc(CO)cc2)O1)N1CCN(Cc2ccc3c(c2)OCO3)CC1	2	96	-3	2	98	3	-3	0	7
62	CCCCC(=O)Nc1sc(C(=O)N(CC)CC)c(C)c1C(=O)OC	25	100	-4	7	100	7	12	1	-1
63	Cc1ccsc1/C=N/NC(=O)c1nnn(-c2nonc2N)c1C	-3	99	2	9	99	-1	-2	9	-12
64	COCCNC(=O)C(c1ccco1)N(Cc1ccc(OC)cc1)C(=O)Cn1nnc2ccccc21 (stereo not given)	-1	·	7	6	·	·	0	3	2

Of the compounds above, five have an NH in an aromatic ring:
No.	Compound	PfM18AAP inh	MEKK2 WT-MEK5	IDE act	SUMO HTRF inh	MEKK3 PB1 HTS	MEKK2mut PB1 HTS	NALP1 yeast inh	IDE cell inh	p-CIP stab down
8	O=C(Nc1ccccc1)C(Cc1cccs1)c1nn[nH]n1 (stereo not given)	-1	97	-1	12	96	-1	-7	-6	-4
14	Cc1cc(C)c2c(NC(=S)NC(=O)c3ccccc3)n[nH]c2n1	-9	51	9	1	42*[inhibitor]	-18	24	-8	-11
22	S=c1[nH]c2ccc(Cl)cc2[nH]1	12	98	1	7	96	-2	-10	6	9
34	N#Cc1c(=O)c2nc(NCCCO)ncc2n2c(=O)c3ccccc3[nH]c12	0	113	2	28	111	17	-12	7	-19
58	CC(=O)c1c(C)[nH]c(C(=O)Nc2cccc(S(=O)(=O)N(C)c3ccccc3)c2)c1C	10	116	8	-6	106	6	2	-3	3

Bioassay records: PubChem BioAssay, several laboratories
